Assay outcomes deposited in PubChem by several laboratories.
H9c2 protect – myocardial damage modulation in H9c2 cells; H9c2 cardiomyocytes, H2O2 injury protection, ATPLite, 2 h; protection from H2O2 cell death, % at 20 µM; 360,000 tested, 0.63% active; AID 588492;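 active = compounds giving at least 50% protection of heart cells from peroxide-induced death in the single-dose screen, raw or plate-pattern-corrected value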;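 note: 0% = DMSO wells with peroxide and 100% = DMSO wells without peroxide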
MC4R ag barr – human MC4R agonism via beta-arrestin; P32245; U2OS MC4R beta-arrestin complementation, luminescence; percent of melanotan II response, DMSO zero; activation, % at 8.9 µM; 360,000 tested, 0.98% active;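 active = activation above a per-plate cutoff, the mean activation of sample wells on that plate plus 3 SD, cut at about 8% in these data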
Target sequence (P32245 whole entry, looked up): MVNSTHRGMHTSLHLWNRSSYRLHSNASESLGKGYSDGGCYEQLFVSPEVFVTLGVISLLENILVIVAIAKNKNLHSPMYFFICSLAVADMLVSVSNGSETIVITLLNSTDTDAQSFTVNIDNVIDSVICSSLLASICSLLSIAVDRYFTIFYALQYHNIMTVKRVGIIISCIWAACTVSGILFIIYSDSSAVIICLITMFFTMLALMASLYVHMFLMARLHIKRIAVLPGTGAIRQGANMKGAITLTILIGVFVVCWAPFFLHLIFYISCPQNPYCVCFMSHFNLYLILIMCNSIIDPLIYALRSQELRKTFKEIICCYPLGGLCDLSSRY
HTR2A ag – mouse HTR2A agonism via beta-arrestin recruitment | P35363 | CHO-K1 mHTR2A beta-arrestin complementation, luminescence; percent of 30 µM serotonin response | 360,000 tested, 0.66% active | activation, % at 7.6 µM;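 active = activation above a run cutoff, the mean activation of all tested compounds plus 3 SD, cut at about 14% in these data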;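 note: 0% = plate median of compound wells and 100% = 30 µM serotonin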
NCOA2 inhibitor – inhibits human steroid receptor coactivator 2. HEK293 GAL4-SRC2 luciferase reporter, luminescence. 370,000 tested, 0.17% active. Q15596. AID 651957. inhibition, % at 9 µM;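 active = inhibition above the mean inhibition of all tested compounds plus 3 SD, set per campaign, cut at about 52% in these data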;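 note: 0% = DMSO treated cells and 100% = cells given Gossypol at 36 µM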
ABHD5-PLIN5 inh – blocks binding of human ABHD5 to perilipin-5 | inhibition, % at 4 µM | Split G. princeps luciferase complementation, luminescence, 4 h | 360,000 tested, 0.78% active | Q00G26+Q8WTS1 | AID 602281;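 active = inhibition above the mean inhibition across every tested compound plus 3 SD, cut at about 22% in these data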;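 note: 0% = DMSO only wells and the 100% control is not disclosed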
ABCB6 inh MLPCN – inhibitors of human ABC transporter ABCB6. K562-ABCB6 porphyrin accumulation, flow cytometry, 1 h; stronger effect = lower value. fluorescence ratio to DMSO, % at 10 µM. 360,000 tested, 0.19% active. AID 602162;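 active = fluorescence ratio to DMSO below 75%, the collection mean minus 3 SD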;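 note: signal is porphyrin accumulated inside mitochondria; 100% equals median channel fluorescence of DMSO control wells; lower ratio means ABCB6 inhibition with less porphyrin fluorescence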
NOD2 RIPK2 PPI – NOD2-RIPK2 protein interaction inhibition; O43353; CHO BLA complementation NOD2-RIPK2, CCF4 ratio; inhibition, % at 4.98 µM; 360,000 tested, 0.38% active; in the data active = inhibition above about 21%;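 note: 0% = vehicle only and 100% = reference blocker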
Target sequence (O43353 whole entry, looked up): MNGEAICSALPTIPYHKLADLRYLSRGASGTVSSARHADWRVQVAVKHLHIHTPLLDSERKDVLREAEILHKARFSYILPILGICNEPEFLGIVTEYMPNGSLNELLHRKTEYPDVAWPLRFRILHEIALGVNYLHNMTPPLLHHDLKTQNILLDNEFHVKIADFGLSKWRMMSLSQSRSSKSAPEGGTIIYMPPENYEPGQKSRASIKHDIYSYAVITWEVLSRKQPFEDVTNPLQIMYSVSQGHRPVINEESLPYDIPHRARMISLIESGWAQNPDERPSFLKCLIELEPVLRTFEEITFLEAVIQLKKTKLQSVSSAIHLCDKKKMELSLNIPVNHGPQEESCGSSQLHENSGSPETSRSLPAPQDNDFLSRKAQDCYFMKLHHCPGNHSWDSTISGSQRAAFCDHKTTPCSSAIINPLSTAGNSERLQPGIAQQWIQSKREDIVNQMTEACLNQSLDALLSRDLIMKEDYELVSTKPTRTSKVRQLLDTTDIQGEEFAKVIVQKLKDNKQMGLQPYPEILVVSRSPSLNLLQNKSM
N-glyco inh – blocks N-linked glycosylation in D54 reporter cells. D54 ERlucT glycosylation luciferase reporter, 24 h; percent of 100 nM tunicamycin response. reporter increase, % at 12.5 µM. 360,000 tested, 0.23% active;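 active = mean luciferase reporter signal, scaled so untreated is 0 and the glycosylation-blocking control 100, at or above a set limit in every replicate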;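 note: luciferase carries N-glycosylation sites so blocking glycosylation raises the light; 0% = median of neutral control wells and 100% = median of 100 nM tunicamycin wells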
MC4R antag cAMP – blocks human MC4R cAMP signaling | P32245 | MC4R-expressing cells, MTII-stimulated cAMP, LANCE TR-FRET | inhibition, % at 6.5 µM | 360,000 tested, 0.48% active | AID 540295;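 active = inhibition above its plate's cutoff, the mean of tested wells on that plate plus 3 SD, cut at about 29% in these data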;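 note: 0% = Melanotan II alone and 100% = Melanotan II plus saturating MCL0020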
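System: U2OS-MC4R stable cell line; Technique: Eu-cAMP/anti-cAMP TR-FRET, emission 671 nm; Repeats: single well per compound; Also added: Melanotan II; Dosing: one concentration, 6.5 µM nominal; Schedule: 30-min compound, 1-h challenge, 1-h detection, room temperature.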
TLR9-MyD88 block – TLR9-MyD88 interaction inhibition. Q9NR96+Q99836. CHO BLA complementation TLR9-MyD88, CCF4 FRET ratio. inhibition, % at 4.98 µM. 340,000 tested, 0.21% active. AID 504734;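 active = inhibition above the mean over all tested compounds plus 3 SD, cut at about 21% in these data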;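 note: 0% = DMSO only wells and 100% = clavulanate BLA inhibitor control wells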
Numbers without * were called inactive; x = not tested or not shown.

canonical_smiles	NOD2 RIPK2 PPI	N-glyco inh	H9c2 protect	ABCB6 inh MLPCN	TLR9-MyD88 block	MC4R ag barr	MC4R antag cAMP	NCOA2 inhibitor	ABHD5-PLIN5 inh	HTR2A ag
Cc1ccc(S(=O)(=O)NC(C)CCc2ccccc2)cc1C(N)=O (configuration not stated)	-4	-3	-13	90	7	-2.3	5	2	-6	-7
O=C(NCCc1ccccc1)c1cc2sccc2n1Cc1ccccc1	-2	-5	-4	93	-3	1.8	2	-14	-10	-5
CCc1ccc(OCC(=O)N/N=C/c2ccc(OS(=O)(=O)c3ccc(C)cc3)c(OC)c2)cc1	10	1	-2	102	1	-4.2	-4	-20	-3	4
CN1C(=O)/C(=C\c2cc(Br)cs2)c2ccccc21	1	2	-8	99	8	3.9	14	-71	6	-3
OC(Cc1cccnc1)c1ccccc1 (configuration not stated)	0	1	-1	92	-6	-2.2	7	-7	2	-1
Cc1c2cnn(-c3ccccc3)c(=O)c2c(C)n1CCCC(=O)N1CCN(C2CCCCC2)CC1	2	-5	4	98	-8	-3.4	1	1	-7	1
Cc1ccccc1CNC(=O)c1ccc2nc(N3CCOCC3)sc2c1	-3	1	-1	101	2	-0.5	19	11	10	-5
CC(C)C[C@H](N)c1nnc(S(=O)(=O)Cc2ccc(F)cc2)o1	9	-4	-40	116	11	-4.0	43*	x	31*	-4
Cc1ccc(S(=O)(=O)c2c(C)cc(C)nc2Cl)cc1	-7	-1	7	95	-4	-1.0	8	-36	0	-5
COc1ccc(C(=O)OCC(=O)Nc2sccc2C(N)=O)cc1[N+](=O)[O-]	0	1	9	95	0	-1.6	-13	21	1	2
COC(=O)c1cc2occc2n1CC(=O)Nc1ccc(OC)c(OC)c1OC	-2	4	1	99	3	1.7	23	-18	5	-2
CCOc1ccc2nc(NS(=O)(=O)Cc3ccccc3)sc2c1	6	23	1	96	-3	-0.9	-2	-20	-2	-2
COc1ccc(Nc2nc3c([nH]2)c(=O)[nH]c(=O)n3C)cc1	-8	-1	10	95	4	-0.6	-10	-2	-1	4
Cc1ccc(NC(=O)CC2SC(=NCC3CCCO3)NC2=O)cc1Cl (configuration not stated)	0	-1	2	96	-10	-1.0	3	11	5	-2
NC(=O)CN1CCOCCOCCN(CC(N)=O)CCOCCOCC1	0	3	-7	85	-1	-1.1	0	7	7	2
c1ccc2c(c1)c1c(c3ccccc32)CN2CCCC2C1 (configuration not stated)	-19	21	1	158	-8	0.0	2	-23	4	1
OC(c1ccc(F)cc1)c1nc(-c2cnc3ccccc3c2)cs1 (configuration not stated)	11	-4	-4	103	x	2.1	14	-27	3	-1
Cc1ccc2[nH]c(CN3CCC(CO)(CC4CCCCO4)CC3)c(C)c2c1 (configuration not stated)	1	-9	1	105	-8	0.5	-5	-26	0	-4
CC1C(=O)N(Cc2cn(CC3CCCCC3)nn2)CCS(=O)(=O)N1Cc1ccc(-c2ccc(F)nc2)cc1 (configuration not stated)	-2	1	-3	96	-1	1.9	-6	4	-1	4
Cc1cccc(NC(=O)C2c3ccccc3Oc3ccccc32)n1	-18	-5	3	94	-5	-0.3	4	-1	-6	5
O=C(O)c1ccccc1NC(=O)C1CCN(S(=O)(=O)c2cccc3nsnc23)CC1	-17	0	-1	102	-7	-0.5	0	-1	-3	3
CCc1c(C)sc(NC(=O)OC)c1C(=O)N1CCCCC1	-5	2	4	98	6	1.6	9	9	-6	-2
COc1ccc2sc(N(CCCN(C)C)C(=O)c3ccc(S(=O)(=O)N4CCCC4)cc3)nc2c1	-9	-4	21	94	-1	2.2	1	-16	2	-1
C[C@@H]1CCC[C@@]2(O[C@@H](CCO)C[C@H](O)[C@H]2O)O1	16	-1	3	106	3	1.8	17	5	-9	-3
O=[N+]([O-])c1cccc(NC(=S)N2CCOCC2)c1	4	1	4	94	-12	-3.3	5	6	-1	3
Oc1ccc(CN2CCCc3ccccc32)c2cccnc12	1	-8	56*	111	6	-0.6	-3	x	8	-3
CCOC(=O)C1(Cc2cccc(OC)c2)CCN(Cc2cccc3cnccc23)CC1	-2	-5	6	90	-1	0.8	2	17	-7	-2
O=C(O)CC12CC3CC(C1)CC(n1ncc(NCc4ccccc4Cl)c(Cl)c1=O)(C3)C2	4	-1	1	96	-8	-3.1	-3	-23	5	4
COc1cc(C2Nc3ccccc3NC3=C2C(=O)CC(C)(C)C3)cc(OC)c1OC(C)=O (configuration not stated)	-2	-1	-1	99	3	-2.0	7	-23	0	4
Cc1ccc(N(NC(=O)C(O)(c2ccccc2)c2ccccc2)C(=O)CCl)cc1	-3	4	0	99	-3	10*	27	29	6	3

More structures follow:
canonical_smiles	NOD2 RIPK2 PPI	N-glyco inh	H9c2 protect	ABCB6 inh MLPCN	TLR9-MyD88 block	MC4R ag barr	MC4R antag cAMP	NCOA2 inhibitor	ABHD5-PLIN5 inh	HTR2A ag
C#CC(CC)(CC)NC(=O)c1cc(S(=O)(=O)N2CCCCC2)ccc1N1CCOCC1	0	0	0	103	2	-1.3	9	-13	-3	3
CC(C)(C)NC(=O)C1N(c2cccnc2)C(=O)C2C(C(=O)Nc3ccccc3F)C3(C)C=CC21O3 (configuration not stated)	-2	1	2	99	3	-2.0	-2	7	4	1
CCOc1ccc(CNC(=O)c2ccc3c(c2)N(CC)CCS3)cc1	8	0	10	95	0	-0.9	7	-21	-3	-7
CC(C)CC1(C(=O)NCCc2c[nH]c3ccccc23)C=CCN1C(=O)c1ccccc1 (configuration not stated)	5	-1	4	101	1	-2.6	2	11	-8	-8
O=C(NCCc1ccc(OC(F)F)cc1)C1CC(=O)N(c2ccc3c(c2)OCCO3)C1 (configuration not stated)	-2	-2	-2	93	6	-3.9	9	-2	-5	-7
C=CCNC(=O)Nc1ccc(OCC)cc1	2	-2	-3	108	-12	-1.1	0	-18	-2	-1
Cc1onc(-c2ccccc2Cl)c1C(=O)Nc1nc2ccc(S(C)(=O)=O)cc2s1	-2	-4	14	102	-11	-1.4	6	-1	3	-2
O=C(OCC#CCSc1nnc(-c2cccc3ccccc23)o1)c1ccc(Cl)cc1	-10	0	-12	104	-2	1.0	-6	-3	-2	2
Cc1ccc(C(C(=O)NC2CCCC2)N(Cc2cccs2)C(=O)c2csnn2)o1 (configuration not stated)	-4	-1	0	91	6	-1.3	7	1	1	-2
O=C(CN1CCN(c2ccccn2)CC1)N1c2ccccc2CCc2ccccc21	-2	-1	-1	98	0	-1.0	8	0	2	1
COC(=O)N/N=C/c1cc(Cl)cc(Cl)c1OCc1ccccc1F	-3	-2	-6	91	-3	0.2	-3	13	-1	-3
O=C(NCc1ccc2c(c1)OCO2)C(=O)NCC1OCCN1S(=O)(=O)c1ccccc1 (configuration not stated)	-11	-2	0	92	6	0.1	1	10	4	7
CC1(C)Cc2c(ccc3ccccc23)C2=C(C(=O)N3CCCC3)C(=O)C(=O)N21	-8	1	2	93	3	-3.0	-6	1	2	8
COc1cc(C2NC(=O)NC(C)=C2C(=O)OC2CCCC(C)C2)cc(Br)c1O (configuration not stated)	-5	-1	-1	94	-4	0.0	21	0	-6	-1
O=C(NC1CCCc2ccccc21)c1ccc(=O)[nH]c1 (configuration not stated)	-10	0	-1	100	7	0.0	4	-10	3	-2
CCCOC(=O)CC1C(=O)NCCN1Cc1ccccc1C (configuration not stated)	4	0	-2	98	-13	-0.3	-8	4	-6	-6
CCOc1ccccc1OCCCC(=O)N1CCN(S(=O)(=O)c2cc(F)ccc2F)CC1	-2	0	-1	97	1	-0.3	10	13	4	3
Cc1c(S(=O)(=O)N2CCCC(C)C2)c(=O)n(C)c(=O)n1C (configuration not stated)	-1	2	4	98	-4	-0.1	0	2	3	-7
C=C(C)C1CC=C(C)/C(=N\NC(=O)CCc2ccccc2)C1 (configuration not stated)	-6	-4	-2	100	2	4.0	7	20	5	-2
CC(=O)NCCOC(=O)Nc1ccncc1	-5	0	3	102	1	0.0	10	8	-3	0
O=C(O)CC(NC(=O)C12CC3CC(CC(C3)C1)C2)c1cc([N+](=O)[O-])ccc1Cl (configuration not stated)	-12	2	5	97	1	-0.7	5	3	1	0
CC(C)C[C@@H](CN1CCC[C@H]1CN1C(=O)C(=O)NC[C@@H]1Cc1ccccc1)N1C[C@H](Cc2ccccc2)N(CC2CCCCC2)C(=O)C1=O	-6	x	x	91	x	x	x	5	15	10
COCCn1c(N2CCN(c3ccc(OC)cc3)CC2)nc2c1c(=O)n(C)c(=O)n2C	2	3	-5	93	4	-1.1	-5	4	4	0
COc1cccc(NC(=S)NC(=O)c2c(Cl)c(C)nn2C)c1	-6	0	-6	96	-20	17*	1	-16	-2	-4
O=C(NNC(=O)C1CC=CCC1C(=O)O)c1ccc(Cl)cc1 (configuration not stated)	-8	1	5	101	-2	-1.9	10	-14	1	-4
CCOC(=O)C1(Cc2ccc(Cl)cc2)CCN(C(=O)c2ccoc2)CC1	-4	-3	-5	93	-1	-1.0	-1	13	0	-2
Cc1sc2ncnc(SCC(=O)N3CCCC3)c2c1C	-6	-3	4	96	-6	-0.8	-2	-3	-2	-3
Cc1ccc(C)n1NC(=O)c1ccccc1	-9	x	14	94	-4	-1.6	1	-2	-9	-2
N#Cc1ccc(-c2csc(NNC(=O)c3ccc(Br)cc3)n2)cc1	-3	-3	-6	96	-5	-2.9	1	-15	-17	-6
O=c1cc(-c2ccc(C3CCCCC3)cc2)[nH][nH]1	1	-2	4	101	2	-1.3	-5	15	-40	5

(more compounds)
canonical_smiles	NOD2 RIPK2 PPI	N-glyco inh	H9c2 protect	ABCB6 inh MLPCN	TLR9-MyD88 block	MC4R ag barr	MC4R antag cAMP	NCOA2 inhibitor	ABHD5-PLIN5 inh	HTR2A ag
COCC1CCN(Cc2cn[nH]c2-c2ccc(OC)cc2F)C1 (configuration not stated)	-6	1	-6	109	-5	-0.9	9	-6	-2	2
COc1ccccc1/C=C/C=C(\C#N)C(=O)NC(C)c1ccccc1 (configuration not stated)	5	6	2	103	-18	2.1	8	8	14	-7
Cc1cc(Cl)c(S(=O)(=O)NC2CCCC2)cc1OCC(=O)NC1CCCCC1	-10	-6	2	100	-8	-1.3	3	14	3	0
Cc1onc(-c2ccccc2Cl)c1C(=O)Nc1ccc(-n2nncc2C(C)(C)C)cc1	7	1	-4	102	-1	-3.7	0	4	-4	0
Cc1csc(SC(C)C(=O)NC2CCCCC2C)n1 (configuration not stated)	-4	0	2	96	1	-2.8	6	-40	2	0
COc1ccccc1OC1=NS(=O)(=O)c2ccccc21	3	2	5	97	0	1.8	5	-5	0	7
CCc1ccc(C(=O)OCC(=O)NCCNC(=O)COC(=O)c2ccc(CC)cc2)cc1	-6	3	-1	97	0	1.5	11	-33	0	6

Not all compounds are listed; rates above refer to the full screens.
